TRb-SRC2 inh: qHTS for Inhibitors of the Interaction of Thyroid Hormone Receptor and Steroid Receptor Coregulator 2. Thyroid hormone receptor beta (Homo sapiens), P10828. Potency, µM (highest dose often 106 µM), inactives show at the highest dose activity change, negative = inhibition, hits mostly inhibitors. 0.065% of 280,000 active. TRbeta-SRC2 peptide binding, fluorescence polarization; receptor liganded with 1 µM T3;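 note: potency is the fitted concentration of half-maximal effect; plate controls were bound peptide for no effect and peptide without receptor for full effect; nearly all actives have a fitted effect of over 50% in size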
Target sequence (P10828 whole entry, looked up): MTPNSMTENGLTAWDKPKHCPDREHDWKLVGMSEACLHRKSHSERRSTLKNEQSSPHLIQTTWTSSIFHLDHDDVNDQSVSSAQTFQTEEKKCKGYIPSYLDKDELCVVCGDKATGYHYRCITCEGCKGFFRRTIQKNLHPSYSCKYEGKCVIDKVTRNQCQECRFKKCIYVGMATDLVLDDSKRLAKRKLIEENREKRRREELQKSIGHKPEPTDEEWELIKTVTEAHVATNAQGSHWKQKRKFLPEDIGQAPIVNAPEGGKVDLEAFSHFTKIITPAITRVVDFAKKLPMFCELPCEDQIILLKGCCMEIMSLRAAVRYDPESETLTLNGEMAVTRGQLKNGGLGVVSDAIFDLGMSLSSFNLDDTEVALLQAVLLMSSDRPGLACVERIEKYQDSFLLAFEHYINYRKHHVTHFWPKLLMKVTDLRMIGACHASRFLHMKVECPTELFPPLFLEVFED
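Human TRb ligand-binding domain (0.6 uM) is mixed with 20 nM Texas Red SRC2 peptide and 1 uM T3; after compound addition and 5 hr at ambient temperature, polarization is measured and normalized to unbound and bound controls.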
Tau fluor cs: Counterscreen qHTS for Inhibitors of Tau Fibril Formation, Fluorescence Polarization. 0.93% of 280,000 active. Potency, µM (top dose mostly 57.7 µM), inactives show top-dose activity change, negative = decrease. AID 1463, 2008. tau K18 P301L Alexa594 fluorescence, heparin fibrillization; note: potency is the fitted concentration of half-maximal effect; % is set by controls: 0 for no effect and ±100 for the full control effect; nearly all actives have a fitted effect of over 55% in size
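Human tau K18 P301L (15 uM unlabeled, 0.24 uM Alexa 594-labeled) in 100 mM sodium acetate pH 7 with 20 uM heparin, 6 hr at 37 C. ThT 30 uM added, 1 hr ambient; Alexa 594 FP and total fluorescence read at 555/632 nm.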
Tau FP inhib: qHTS for Inhibitors of Tau Fibril Formation, Fluorescence Polarization. 0.39% of 280,000 active. Potency, µM (top dose mostly 57.7 µM), inactives show top-dose activity, negative = inhibition, most hits filed as inhibitors. K18 P301L tau heparin fibrillization, Alexa594 FP, 6 h. AID 1468, 2008; note: potency is the fitted concentration of half-maximal effect; % is set by controls: 0 for no effect and ±100 for the full control effect; nearly all actives have a fitted effect of over 55% in size
Target sequence (P10636 561-689 P618L limits assumed): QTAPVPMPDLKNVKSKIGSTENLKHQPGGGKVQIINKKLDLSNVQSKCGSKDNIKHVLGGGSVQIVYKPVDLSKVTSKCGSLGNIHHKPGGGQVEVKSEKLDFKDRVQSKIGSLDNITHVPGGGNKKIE
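Heparin (20 uM) drove fibril formation of recombinant tau K18 P301L, 15 uM unlabeled with 0.24 uM Alexa 594 label, for 6 hr at 37 C in 100 mM sodium acetate pH 7. Fluorescence polarization (555/632 nm) read 1 hr after 30 uM ThT.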
NPSR antag: qHTS Assay for Antagonists of the Neuropeptide S Receptor: cAMP Signal Transduction; CHO-NPSR cells, cAMP TR-FRET, antagonist mode; Potency, µM (titrated, usually from 38.3 µM), inactives show top-dose activity change, negative = inhibition, actives largely listed as inhibitors; 1% of 220,000 active; AID 1461, 2008; note: potency is the fitted concentration of half-maximal effect; % is set by controls: 0 for no effect and ±100 for the full control effect; nearly all actives have a fitted effect of over 50% in size; many of its hits are not listed in these tables
Epigenetic reg: Quantitative High-Throughput Screen for Regulators of Epigenetic Control | AID 1865, 2009 | 0.2% of 280,000 active | murine LDR cells, GFP reporter derepression, 30 h | Potency, µM (doses to about 53.9 µM), for inactives: at the highest dose GFP activation, usual class: activators; note: potency is the fitted concentration of half-maximal effect; % of control where 0% means no effect; nearly all actives have a fitted effect of over 60% in size
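Readout is the number of GFP-expressing murine LDR cells, counted by cytometry following washing. Cells were treated with compound for 30 h at 37 C; the stably integrated CMV-GFP locus is normally silent.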
aGal spleen mod: qHTS Assay for Inhibitors and Activators of Human alpha-Galactosidase From Spleen Homogenate; Alpha-galactosidase A (Homo sapiens), P06280; human spleen homogenate, 4MU-alpha-Gal fluorescence, 40 min; Potency, µM (highest dose often 80 µM), for inactives: at the top dose activity change, negative = inhibition, hits mostly inhibitors; 0.008% of 240,000 active;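 note: potency is the fitted concentration of half-maximal effect; 0% = enzyme with vehicle and -100% = no enzyme basal signal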
Target sequence (P06280 32-429 limits assumed): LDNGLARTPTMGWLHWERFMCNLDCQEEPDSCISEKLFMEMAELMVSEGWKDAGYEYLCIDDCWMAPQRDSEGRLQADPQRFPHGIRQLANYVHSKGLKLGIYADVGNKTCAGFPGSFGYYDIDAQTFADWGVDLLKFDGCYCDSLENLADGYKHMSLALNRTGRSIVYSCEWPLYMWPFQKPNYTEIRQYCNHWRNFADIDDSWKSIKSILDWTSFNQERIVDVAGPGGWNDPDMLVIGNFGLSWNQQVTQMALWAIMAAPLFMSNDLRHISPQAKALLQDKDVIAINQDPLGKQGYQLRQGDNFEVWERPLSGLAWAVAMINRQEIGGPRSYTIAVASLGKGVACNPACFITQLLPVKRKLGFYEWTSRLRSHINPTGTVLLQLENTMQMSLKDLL
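qHTS titration in buffer at pH 5.0. Alpha-galactosidase activity in spleen homogenate was measured via 4-methylumbelliferone release from 1 mM fluorogenic substrate after 40 min at 37C and a pH 10 stop. AC50 came from Hill fits of control-normalized data.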
CBFb RUNX1 block: qHTS Assay for Compounds Blocking the Interaction Between CBF-beta and RUNX1 for the Treatment of Acute Myeloid Leukemia; Potency, µM (series often up to 59.8 µM), for inactives: at the highest dose activity, negative = inhibition, usual class: inhibitors; AlphaScreen CBFb-His/RUNX1-biotin binding, biochemical; 230,000 tested, under 10 active; Runt-related transcription factor 1 (Homo sapiens) + Core-binding factor subunit beta …; AID 1477, 2009; note: % of control where 0% means no effect
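Room-temperature protein-protein interaction test with 30 nM each of His-tagged CBF-beta and biotinylated RUNX1, 15 min with compound, then 90 min with nickel plus streptavidin beads. Signal read in AlphaScreen mode.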
TexasRed fluor: Total Fluorescence Counterscreen for Inhibitors of the Interaction of Thyroid Hormone Receptor and Steroid Receptor Coregulator 2 | TRb/SRC2 Texas Red total fluorescence interference | Potency, µM (series often up to 106 µM), without a hit: at the highest dose fluorescence change, negative = quenching | 0.29% of 280,000 active | AID 1479, 2009; active = well fitted curve in either direction with a large enough effect; inconclusive = small, poorly fitted or top-dose-only effect; note: potency is the fitted concentration of half-maximal effect; % is set by controls: 0 for no effect and ±100 for the full control effect
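Flags fluorescent or light-absorbing compounds by total fluorescence, S + 2P, at 555 nm excitation and 632 nm emission. Mixture: 20 nM Texas Red SRC2 peptide, 0.6 uM human TRb LBD, 1 uM T3, 5% DMSO; compound exposure 5 h at ambient temperature.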
The depositor's hits bear a star; ? = inconclusive; / = not tested or not shown; [ ] = dose if it differs, or a comment. Unless noted, calls come from the whole dose curve; as a rule, active = well fitted curve in the direction sought with a large enough effect; inconclusive = small, poorly fitted or top-dose-only effect, or another doubt; inactive = no such curve, though single readings can be large; an effect the other way counts as inactive or inconclusive.

SMILES	TRb-SRC2 inh	Tau fluor cs	Tau FP inhib	NPSR antag	Epigenetic reg	aGal spleen mod	CBFb RUNX1 block	TexasRed fluor
Cn1cnc(S(=O)(=O)Nc2cc(-c3ccc(Cl)cc3)nn2C)c1	-8%	-2%	2%	-7%	-0.3%	2%	4%	-2%
O=C(COC(=O)c1ccc(O)cc1)Nc1ccc(N2CCCCC2)cc1	-9%	?	10%	-15%[46.1 µM]	-0.5%	3%	-19%	-4%
Cc1ccc(Cl)cc1-n1ncc2c(NCCCn3ccnc3)ncnc21	-6%	1%	15%	/	1.2%	/	/	0%
O=C(Nc1ccc(N2CCCC2)c(Cl)c1)c1ccc([N+](=O)[O-])o1	-9%	14µM*[quencher]	-3%	7.9µM*	0.0%	5%	?	-3%
CCOC(=O)c1nc(C)c(C(C)=O)s1	-2%	2%	-3%	17%	0.6%	5%	13%	-1%
O=C(NCc1ccco1)C1OCCc2ccccc21 (stereo not given)	-2%	-6%	-7%	10%[46.1 µM]	-4.6%	3%	7%	-4%
O=S(=O)(NC1CCCCCCC1)c1cccs1	-19%	1%	4%	-12%[46.1 µM]	-3.8%	-5%	9%	0%
CC1CCCCC1NS(=O)(=O)c1ccc(S(=O)(=O)NCc2ccncc2)cc1 (stereo not given)	12%	-30%	1%	-4%[46.1 µM]	1.2%	?	-1%	-5%
O=C(Nc1cccnc1)c1ccc2c(c1)C(=O)N(CC1CCCO1)C2=O (stereo not given)	9%	-4%	-5%	1%	1.2%	6%	0%	0%
COc1cc2[nH]c(=O)n(CCCC(=O)N(C)Cc3ccccc3)c(=O)c2cc1OC	-2%	-19%	-9%	/	0.3%	/	/	-1%
CC(=O)c1ccc(C2C=CC(O)C(CO)O2)cc1 (stereo not given)	-1%[11.2 µM]	-9%[11.6 µM]	-4%[11.6 µM]	/	0.0%[10.1 µM]	-8%[17.5 µM]	-5%[13.1 µM]	?
COc1ccccc1-c1cc(N)n(S(=O)(=O)c2ccc(F)c(C)c2)n1	8%	-9%	5%	-1%[46.1 µM]	-1.0%	0%	-3%	-2%
Cc1ccc(-n2nc3c(c2NC(=O)c2ccc(Br)o2)CSC3)c(C)c1	-1%	3%	-3%	-26%[46.1 µM]	0.0%	-4%	-15%	1%
Cc1nn(CC(=O)Nc2ccc(C(=O)N(C)C)cc2)c(=O)c2ccccc12	-15%	8%	5%	-5%[46.1 µM]	0.0%	16%	1%	-1%
CNS(=O)(=O)c1ccc(NC(=O)c2cncc(Br)c2)cc1	-4%	1%	4%	5%	1.1%	5%	9%	1%
COc1ccccc1C(=O)NC1(C(F)(F)F)C(=O)NC(C)=C1C#N (stereo not given)	7%	-4%	3%	/	-0.1%	/	/	-7%
O=C(OCc1ccc(C(=O)c2ccccc2)cc1)c1cccc(-c2nnc(-c3ccccc3)o2)c1	0%	-11%	-11%	-8%[46.1 µM]	0.0%	-6%	5%	1%
Cc1cc(C)c(NC(=O)/C(=C/c2ccccc2)c2ccccc2)c(C)c1	-7%	-4%	2%	?	-1.1%	-2%	13%	0%
COc1ccc(CN2CC(C(=O)NCCc3ccc(C)cc3)CC2=O)cc1 (stereo not given)	5%	-7%	5%	-15%[46.1 µM]	-1.8%	-4%	-1%	3%
CC(=O)N1CCC(=NNS(=O)(=O)c2ccc(C)c([N+](=O)[O-])c2)CC1	-2%	-9%	2%	-10%[46.1 µM]	1.8%	-5%	0%	-4%
CCOc1ccccc1C(=O)NCc1ccc2c(c1)OCO2	4%	-3%	-3%	-9%[46.1 µM]	-1.1%	9%	1%	-2%
O=C(Nc1nnc(-c2ccccc2)s1)c1ccc(F)cc1	2%	6%	7%	-23%	-1.8%	5%	-6%	-1%
CCc1c(C)nc2ncnn2c1Nc1ccc(C)c(C)c1	7%	-7%	-2%	-1%[46.1 µM]	1.2%	-2%	5%	-4%
COc1ccc(CCNC(=O)CCN2C(=O)C3CC=CCC3C2=O)cc1OC (stereo not given)	-7%	0%	-5%	0%[46.1 µM]	-1.2%	-5%	11%	2%
CCc1ccccc1NC(=O)CN1C(=O)COc2ccc(S(=O)(=O)N3CCCCCC3)cc21	3%	-14%	-2%	/	?	/	/	-1%
O=S1(=O)C2CC3CCC2(CN1Cc1ccccc1)O3 (stereo not given)	8%	/	/	/	/	0%	11%	0%
CN1CCN(S(=O)(=O)c2ccc(N(C)Cc3cccs3)nc2)CC1	-5%	4%	-2%	-13%[46.1 µM]	-8.6%	3%	-7%	1%
COc1ccc(NC(=O)CN2CCCN(Cc3ccccc3)S2(=O)=O)cc1	-4%	-8%	0%	/	-1.2%	/	/	0%
CCc1ccc2oc(-c3ccc(C)c(NC(=O)/C=C/c4ccco4)c3)nc2c1	-6%	-5%	-13%	/	0.0%	/	/	2%
OC(CNCc1ccc(Cl)cc1)(c1ccccc1)c1ccc(F)cc1 (stereo not given)	-8%	-28%	-3%	-42%	9.0%	-12%	?	-2%
COc1cc(C=NCC2OCCc3ccccc32)cc(OC)c1 (stereo not given)	1%	-12%	4%	23%	2.4%	10%	-9%	-1%
Cc1ccc(OCCn2cc(C(=O)C3CCCCC3)c3ccccc32)cc1	5%	-27%	-10%	/	2.9%	/	/	?
CC1=CC(C)(C)N2C(=O)C(=Nc3ccc(O)cc3)c3cccc1c32	35µM*	?	28µM*	22%	?	0%	?	3%
O=C(N/N=C\c1ccc(CN(Cc2ccc(Cl)cc2)S(=O)(=O)c2ccccc2)o1)C(=O)Nc1ccc(F)cc1	-2%	-12%	?	-4%[46.1 µM]	0.0%	-1%	-10%	1%
Cc1ccc(OCCn2c(C3CC(=O)N(Cc4ccccc4)C3)nc3ccccc32)cc1 (stereo not given)	-2%	-16%	-9%	-24%[46.1 µM]	-0.8%	-3%	-3%	0%
COc1cccc(CNC(=O)c2ccc3c(c2)N(Cc2ccc(C(F)(F)F)cc2)C(=O)c2ccccc2S3)c1OC	-2%	-7%	-15%	/	4.9%	/	/	32µM*[quencher]
CCCc1cc(-c2[nH]ncc2-c2ccc3c(c2)OCCCO3)c(O)cc1OC	1%	10µM*[quencher]	-13%	?	1.4%	13%	-20%	-7%
FC(F)(F)c1cccc(Cc2noc(CN(Cc3ccccn3)CC3CCCO3)n2)c1 (stereo not given)	4%	-1%	3%	-31%	2.1%	0%	8%	1%
CCOC(=O)Cn1nnnc1CN1CCN(c2ccc(OC)cc2)CC1	3%	-8%	-10%	6%	-0.5%	-13%	12%	-2%
Cc1ccc(C)c(NC(=O)Cn2nc(-c3ccccc3)nc2-c2ccccc2)c1	1%	5%	-17%	-6%[46.1 µM]	-3.2%	6%	-10%	-4%
CC1=C(n2nnc3ccccc32)C(c2ccccc2)C(C#N)=C(N)O1 (stereo not given)	1%	-7%	-4%	-17%[46.1 µM]	3.2%	-22%	6%	-3%
CSCCNC(=O)c1cccc(Cl)c1	0%	4%	0%	11%	-1.3%	5%	3%	-2%
C=CCN1C(=O)CN=C1Nc1cc(C)cc(C)c1	-6%	-6%	4%	-9%[46.1 µM]	0.9%	-5%	12%	2%
CC(C)C[C@H](NC(=O)c1nc[nH]c1C(=O)N1CCc2ccccc2C1)C(=O)OC(C)(C)C	6%	-7%	-2%	-7%	-1.1%	1%	5%	-4%
CN(C)CC(C)(C)CNS(=O)(=O)c1ccc(OC(F)(F)F)cc1	0%	8%	3%	19%	0.0%	-1%	8%	1%
CC(=O)Nc1cccc(NC(=O)CSc2ncc(-c3ccc(Cl)cc3)n2Cc2ccco2)c1	-20%	?	?	?	-1.0%	-10%	?	1%
Cc1cccc(-n2ncc3c(N4CCCCCC4)ncnc32)c1	2%	-19%	6%	/	2.4%	/	/	-2%
CC(C)(Oc1ccc(Cl)cc1)C(=O)N(Cc1ccccc1)c1ccccn1	3%	-7%	-8%	-21%	-1.1%	1%	4%	0%
CCCc1ccc(S(=O)(=O)NCCc2ccncc2)cc1	5%	-6%	1%	-7%[46.1 µM]	-1.0%	5%	10%	2%
O=C(CSc1nnc(-c2ccco2)o1)NC(=O)C1COc2ccccc2O1 (stereo not given)	-5%	-10%	6%	-6%[46.1 µM]	-3.1%	-12%	?	-9%
CCOc1ccccc1N1CSC2=C(C#N)C(c3c(OC)ccc4ccccc34)CC(=O)N2C1 (stereo not given)	?	?	10µM*	-11%[46.1 µM]	?	8%	-19%	-20%
O=C(c1cc2c(s1)CCC2)N1CCN(c2ccccc2)CC1	-16%	-14%	-3%	-27%[46.1 µM]	1.7%	4%	?	-6%
N#Cc1ncc(C(F)(F)F)cc1Sc1ccc(N)cc1	5%	-29%	3%	-5%[46.1 µM]	6.8%	-4%	5%	0%

Assay outcomes as filed in PubChem BioAssay.

The list is partial; the hit share may differ from the screen's.
